FEN1 inh – human FEN1 inhibition; P39748; Recombinant FEN1 flap cleavage, fluorescence, 15 min; Potency, µM (series often up to 114 µM), for inactives: at the highest dose activity change, negative = inhibition, hits mostly inhibitors; 0.35% of 390,000 active; AID 588795; note: nearly all actives have a fitted effect of over 65% in size
Target sequence (P39748 whole entry, looked up): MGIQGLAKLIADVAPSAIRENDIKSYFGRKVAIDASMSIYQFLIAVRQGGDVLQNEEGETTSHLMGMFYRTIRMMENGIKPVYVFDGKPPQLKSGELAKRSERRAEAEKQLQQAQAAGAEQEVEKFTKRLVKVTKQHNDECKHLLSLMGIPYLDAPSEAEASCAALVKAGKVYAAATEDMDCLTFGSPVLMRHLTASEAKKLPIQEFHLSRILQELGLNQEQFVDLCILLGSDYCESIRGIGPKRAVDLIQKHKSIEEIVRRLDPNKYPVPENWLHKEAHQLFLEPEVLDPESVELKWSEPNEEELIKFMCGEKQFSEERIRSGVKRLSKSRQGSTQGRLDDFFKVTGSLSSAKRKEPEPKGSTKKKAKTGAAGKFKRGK
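Concentration–response screening of FEN1 (10 nM): 15 min compound preincubation at room temperature, reaction started with 50 nM substrate and read at 0 and 15 min. Corrected, normalized data were fitted by a four-parameter Hill equation.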
DT40 TDP1 CPT – DT40-hTDP1 cell growth loss with CPT | chicken DT40 Tdp1-/-;hTDP1 cells + 20 nM CPT, ATP luminescence, 48 h | Potency, µM (series often up to 46.2 µM), for inactives: top-dose activity change, negative = growth inhibition, most hits filed as inhibitors | 12% of 420,000 active | AID 686979; note: nearly all actives have a fitted effect of over 55% in size
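Chicken DT40 Tdp1-/- cells complemented with human TDP1, 400 cells/well, exposed to compounds plus 20 nM camptothecin for at least 48 h at 37 C; viability read as ATP content by CellTiter-Glo luminescence.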
N370S GC – inhibitors or activators of N370S glucocerebrosidase for Gaucher disease. N370S GC spleen homogenate, 4MU-glucoside fluorescence. AID 2101. Potency, µM (doses to about 59.4 µM), for inactives: at the top dose activity change, negative = inhibition, usual class: inhibitors. P04062. 0.092% of 330,000 active;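 note: 0% = full enzyme activity and -100% = no enzyme basal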
* hit, by the source's call; ? = inconclusive; · = not tested or not shown; & = joins results of further samples; [ ] = remark or other dose. Calls come from the whole dose curve; as a rule, active = well fitted curve in the direction sought with a large enough effect; inconclusive = small, poorly fitted or top-dose-only effect, or another doubt; inactive = no such curve, though single readings can be large; an effect the other way counts as inactive or inconclusive. Unless noted, % is set by controls: 0 for no effect and ±100 for the full control effect; potency is the fitted concentration of half-maximal effect. Not all compounds are listed; the hit share may differ from the screen's.

SMILES	FEN1 inh	DT40 TDP1 CPT	N370S GC
Cc1ccc(Cl)c2sc(NC(=O)c3ccc(S(=O)(=O)N4CCCC4)cc3)nc12	-0.9%	?	·
Cc1nn(C(C)(C)C)c(C)c1/C=N/OC(=O)Nc1ccc(Cl)cc1	?	?	9.5%
COc1cccc(/C=C2\N=C(c3cncc(Br)c3)OC2=O)c1	-0.1%	?	11.6%
O=P(c1ccccc1)(c1ccccc1)N(c1ccccc1)c1ccccc1	-2.2%	2.91µM*	16.6%
COc1ccc(OC(=O)N2C/C(=C/c3ccccc3)C(=O)/C(=C\c3ccccc3)C2)cc1	5.9%	1.16µM*	·
CC(=O)Nc1ccccc1C(=O)OCC(=O)c1cccc2ccccc12	?	-14.8%	14.2%
CC(Cc1ccccc1)NC(=O)NC(C)Cc1ccccc1 (stereo not drawn)	0.2%	-0.4%	17.1%
CCOC(=O)C1(c2ccccc2)CCN(CCc2ccc(NC(=O)CCC(=O)O)cc2)CC1	13.7%	35.9%[activator]	·
CCOc1ccccc1NC(=O)N1CCC2(CC1)OCCO2	-5.8%	-12.5%	7.0%
O=C(c1ccc2c(c1)OCO2)C1CCCN(Cc2c(F)cccc2Cl)C1 (stereo not drawn)	2.6%	-28.0%	-5.6%
COc1ccc2c(c1O)-c1cc(O)cc3c1[C@@H](C2)N(C)CC3	·	11.4%	6.0%
O=C(Nc1ccccc1)N(Cc1ccc2c(c1)OCO2)C1CCN(Cc2ccccc2)CC1	1.4%	?	·
Cn1c(O)c(C(c2ccccn2)c2c(O)n(C)c(=S)n(C)c2=O)c(=O)n(C)c1=S	-2.7%	15.4%	-7.1%[12.8 µM]
COc1ccc(C)cc1N(CC(=O)N1CCC(C)CC1)S(=O)(=O)c1ccc(C)cc1	8.8%	18.4µM*	·
CCn1c(P(C)(=O)O)nc2ccccc21	-1.2%	-7.2%	2.3%
N[C@@H](Cc1cc(I)c(O)c(I)c1)C(=O)O	7.94µM*	-11.7%&-8.8%	9.3%&10.4%
CC(=O)c1ccc(N2CCN(c3ncccn3)CC2)c([N+](=O)[O-])c1	4.3%	?	-1.8%
CCN(CC)c1ccc(CC2C(=O)N(C)C(=O)N(C)C2=O)cc1	-27.6%	?	-1.5%
COC(=O)C1=C(c2ccc(S(C)(=O)=O)cc2)C[C@@H]2CC[C@H]1N2C(=O)N1CCC(O)CC1	-5.6%	-1.1%	·
CCOC(=O)C1(CCc2ccccc2)CCN(C(C)CSC)CC1 (stereo not drawn)	-10.7%	?	·
NCCc1ccc(S(=O)(=O)F)cc1	-17.1%	-19.2%	-11.8%&0.7%
CC[C@H]1C2CC3[C@@H]4N(C)c5ccccc5[C@]45C[C@@H](C2[C@H]5O)N3[C@@H]1O (stereo partly drawn)	·	-1.7%	-4.3%
O=C1NC(=S)NC(=O)C1=Cc1c(Cl)cccc1Cl	0.5%	10.3µM*	·
Fc1c(F)c(F)c(N2CCNCC2)c(F)c1F	5.1%	-15.4%	3.3%
O=C(N/N=C/c1c(O)n(Cc2ccccc2)c(=O)[nH]c1=O)c1ccccc1O	?	4.8%	14.0%
O=C(c1cnccn1)N1CCC2(CC1)CN(Cc1ccncc1)C2	·	5.9%	7.4%
CCN(CC)c1ccc(CN2CC=C(c3ccc(F)cc3)CC2)cc1	-2.0%	18.4µM*	2.2%
Cc1ccc2nc(-c3ccncc3)cc(C(=O)N3CCC4(CC3)OCCO4)c2c1	-3.4%	-20.5%	3.0%
Cc1cccc(-n2c(O)c(/C=N/NC(=O)c3ccncc3)c(=O)[nH]c2=O)c1	-9.4%	-6.4%	-8.8%
CCN1C[C@@]2(COC(=O)c3ccccc3N3C(=O)CC(C)C3=O)CC[C@H](OC)[C@]34C5C[C@@H]6[C@@H](OC)C[C@@](O)(C5[C@H]6OC)[C@@](O)(C13)[C@@H](OC)C24 (stereo partly drawn)	·	-6.3%	-3.0%
Cc1nc2ccc(NC(=O)C3COc4ccccc4O3)cc2s1 (stereo not drawn)	-18.9%	?	2.3%
COc1ccc(-n2c(O)c(C=NCCCn3ccnc3)c(=O)[nH]c2=O)cc1	8.7%	2.3%	3.7%
Clc1ccccc1NC1=NCCCS1	-3.2%	15.1%	0.8%
C[C@H](N)CN1CCc2ccc(Br)cc21	1.6%	?	-3.5%
CCC(C)N1C(=O)/C(=C\c2cc3c4c(c2)CCCN4CCC3)C(=O)NC1=S (stereo not drawn)	7.7%	?	-3.8%
COC(=O)C1=C(c2ccc(OC)c(OC)c2)C[C@@H]2CC[C@H]1N2C(=O)NC(C)C	-1.4%	9.3%	·
Cc1cc(C(=O)C[N+]23CCN(CC2)CC3)c(C)n1-c1ccc(Br)cc1	0.1%	0.9%	?
CC(C)CN(CC(C)C)c1ccc(C=C2C(=O)NC(=S)NC2=O)cc1[N+](=O)[O-]	-5.5%	?	-12.0%
CCOc1ccc(NC(=O)CSc2oc(-c3ccccc3)nc2S(=O)(=O)c2ccc(Cl)cc2)cc1	10.1%	7.31µM*	·
O=C(O)c1[nH]c(=O)[nH]c(=O)c1F	-1.0%	11.6µM*	4.5%
C/C(=N\N1CCN(C)CC1)c1c(O)[nH]c(=O)[nH]c1=O	3.7%	7.0%	8.0%
Cc1ccc(C(C)C)c(OCC(=O)N2CCN(CC(=O)N3CCOCC3)CC2)c1	-2.4%	1.3%	·
CCOC(=O)c1c(N)n(CCCOC(=O)c2ccco2)c2nc3ccccc3nc12	-13.3%	11.6µM*	?
O=C(N/N=C/c1c(O)n(-c2ccccc2)c(=S)[nH]c1=O)c1ccccc1	-13.6%	-1.4%	3.0%
C[C@]12CCC3C(CC[C@H]4C[C@@H](O)CC[C@]34C)[C@H]1CC[C@H]2O (stereo partly drawn)	-4.2%	6.0%	·

Complete entries, looked up by structure. Screens in order: FEN1 inh	DT40 TDP1 CPT	N370S GC
Entry for CCOC(=O)c1c(N)n(CCCOC(=O)c2ccco2)c2nc3ccccc3nc12 → -13.3%	11.6µM*	?
Entry for Cc1ccc(C(C)C)c(OCC(=O)N2CCN(CC(=O)N3CCOCC3)CC2)c1 → -2.4%	1.3%	·
Entry for Clc1ccccc1NC1=NCCCS1 → -3.2%	15.1%	0.8%
Entry for O=C(N/N=C/c1c(O)n(-c2ccccc2)c(=S)[nH]c1=O)c1ccccc1 → -13.6%	-1.4%	3.0%
Entry for Cc1cc(C(=O)C[N+]23CCN(CC2)CC3)c(C)n1-c1ccc(Br)cc1 → 0.1%	0.9%	?

The listing picks up; the 3 compounds before the break are reprinted first.
SMILES	FEN1 inh	DT40 TDP1 CPT	N370S GC
CCOC(=O)c1c(N)n(CCCOC(=O)c2ccco2)c2nc3ccccc3nc12	-13.3%	11.6µM*	?
O=C(N/N=C/c1c(O)n(-c2ccccc2)c(=S)[nH]c1=O)c1ccccc1	-13.6%	-1.4%	3.0%
C[C@]12CCC3C(CC[C@H]4C[C@@H](O)CC[C@]34C)[C@H]1CC[C@H]2O (stereo partly drawn)	-4.2%	6.0%	·
CCC1(c2ccc(-c3ccccc3)cc2)C(=O)NC(=O)NC1=O	4.3%	-6.0%	1.3%
Cc1nn(-c2ccccc2)c(Cl)c1C1C(C#N)=C(N)Oc2c1c(=O)oc1ccccc21 (stereo not drawn)	-8.8%	-18.3%	3.2%
CC(C)(C)NCC(O)c1ccccc1Cl (stereo not drawn)	·	-3.1%	-0.6%&-10.9%
COc1ccccc1OCC(=O)Nc1ccc(Cl)cc1C(=O)c1ccccc1	-2.0%	?	?
Cc1nn(CCC#N)c2c1P(=S)(N1CCCC1)OC(c1ccc(F)cc1)=N2 (stereo not drawn)	-1.9%	29.1µM*	3.2%
COC1C(C)OC(OC2CC(C)(O)Cc3cc4c(c(O)c32)C(=O)c2c(O)cc3c(c2C4=O)OC2OC3(C)C(O)C(N(C)C)C2O)C(OC)C1(C)OC (stereo not drawn)	15.8µM*	0.082µM*	·
COC(=O)C1=C(c2ccc(C(C)=O)cc2)C[C@@H]2CC[C@H]1N2C(=O)NC1Cc2ccccc2C1	-1.3%	-2.3%	·
CCOC(=O)C(O)(c1ccc(NC(=O)c2ccco2)c(OC)c1)C(F)(F)F (stereo not drawn)	4.0%	-27.8%	9.4%
Cc1ccccc1-n1nc(C)c2c1NC(=O)CSC2c1ccc(Cl)cc1 (stereo not drawn)	-12.7%	?	·
CCOCCCNC(=O)C1c2cc(OC)c(OC)cc2C(=O)N2CCCCC12 (stereo not drawn)	6.3%	-0.7%	0.1%
CCNC(=O)NC(=O)C(C)OC(=O)c1c(C)nn(Cc2ccccc2)c1Cl (stereo not drawn)	-8.0%	0.5%	-1.5%
Cn1c(=O)c2c(nc(N/N=C/c3c(O)n(-c4ccccc4)c(=S)[nH]c3=O)n2C)n(C)c1=O	3.4%	-12.1%	-5.7%
Oc1ccc2c3c1OC1c4[nH]c5ccccc5c4C[C@@]4(O)C(C2)N(CC2CC2)CC[C@]314 (stereo partly drawn)	3.7%	?	·
C[C@]12CCC3C(CCC4=C/C(=N/OCC(=O)NC(CCC(N)=O)C(=O)O)CC[C@@]43C)C1CCC2O (stereo partly drawn)	-0.9%	-8.2%	2.2%
CCCCC(CC)COCCCN=Cc1c(O)[nH]c(=S)[nH]c1=O (stereo not drawn)	-6.0%	?	-17.0%
C=C(C)C1CNC(C(=O)O)C1CC(=O)O (stereo not drawn)	·	-0.8%	-1.5%
COc1ccc2nc(NC(=O)c3nc(S(=O)(=O)Cc4cccc(C)c4)ncc3Cl)sc2c1	17.9%	1.64µM*	·
Cc1cc(/C=C2/C(=O)NC(=O)N(Cc3ccco3)C2=O)c(C)n1-c1ccccc1O	0.2%	-26.9%	5.5%
CCCOc1ccc(C(=O)Nc2ccc(-c3cc4ccccc4oc3=O)c(C)c2)cc1	-1.1%	10.3µM*	·
CCCNC(=O)c1cnn2c(C)c(Cc3c(C)cc(C)cc3C)c(C)nc12	?	3.66µM*	·
CC(=O)c1c(O)n(-c2cccc(Cl)c2)c(=O)[nH]c1=O (tested in a mixture with another compound)	-5.6%	2.7%	23.4%
COc1ccc(OCC(=O)N2CCN(Cc3cccc(OC)c3OC)CC2)cc1	-16.7%	?	·
COC(=O)C1=C(c2cc3ccccc3s2)C[C@@H]2CC[C@H]1N2C(=O)N1CCC(C)CC1	-2.5%	5.17µM*	·
CCN1CCN(c2cc(=O)n3ccccc3n2)CC1	-1.3%	2.1%	-5.5%
CCCCCP(=O)(O)c1ccccc1	4.2%	-16.9%	1.6%
CNC(=O)OCCc1nccn1C	-7.7%	-10.8%	-12.8%
COc1cc(C(c2c(O)c3ccccc3oc2=O)c2c(C)n(C)n(-c3ccccc3)c2=O)ccc1O (stereo not drawn)	1.3%&5.6%	0.5%&-2.1%	1.3%
c1ccc(/N=C2\N=C(Nc3ccccn3)c3ccccc32)nc1	8.0%	0.206µM*	·
CCOC(=O)c1ccc(S(=O)(=O)n2c(=O)oc3ccccc32)cc1	0.1%	?	·
O=C1CC(=O)N(c2ccccc2F)C(=O)N1	-11.1%	-0.2%	4.4%
O=c1c2ccccc2nc(-c2ccc(Cl)cc2Cl)n1-c1nccs1	1.4%	?	7.1%

Assay outcomes from PubChem.
